# Screening results (PubChem BioAssay)
# Kir21 inh – Kir2.1 (mouse) channel inhibition; P35561; HEK293-Kir2.1, FluxOR thallium flux fluorescence; hits give low values; B-score at 10 µM; 0.85% of 310,000 active;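 active = fluorescence ratio B-score at or below minus 3 SD of library scores, with starting-brightness B-score within 2 SD, cut at about -4.2 in these data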;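 note: channel flux triggered by added potassium and thallium sulfate stimulus; B-score of peak minus minimum fluorescence over baseline after thallium stimulus; more negative B-score means stronger Kir2.1 block with less thallium influx; some compounds called inactive have numbers as strong as hits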
# Target sequence (P35561 whole entry, looked up): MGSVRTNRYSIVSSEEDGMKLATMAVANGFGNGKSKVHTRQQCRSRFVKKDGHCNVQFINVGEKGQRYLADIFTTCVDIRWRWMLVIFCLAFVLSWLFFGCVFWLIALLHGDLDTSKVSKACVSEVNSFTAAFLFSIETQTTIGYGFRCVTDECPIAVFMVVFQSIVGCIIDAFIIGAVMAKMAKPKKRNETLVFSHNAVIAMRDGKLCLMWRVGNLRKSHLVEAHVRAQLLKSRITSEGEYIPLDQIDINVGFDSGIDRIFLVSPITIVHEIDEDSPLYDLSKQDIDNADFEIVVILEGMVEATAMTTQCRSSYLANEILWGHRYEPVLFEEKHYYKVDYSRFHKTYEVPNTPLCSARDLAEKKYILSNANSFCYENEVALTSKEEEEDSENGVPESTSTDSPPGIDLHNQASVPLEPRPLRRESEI
# CHT inh – human CHT choline transport inhibition. B-score at 10 µM. 0.86% of 310,000 active. CHT-expressing cells, membrane potential dye, choline response; hits give low values;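 active = B-score over 3 SD under the library average, and starting fluorescence ratio not unusually high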;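 note: choline stimulus applied at its EC90 after an EC20 pre-addition; B-score computed on integrated fluorescence ratio after choline addition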
# Target sequence (Q9GZV3 whole entry, looked up): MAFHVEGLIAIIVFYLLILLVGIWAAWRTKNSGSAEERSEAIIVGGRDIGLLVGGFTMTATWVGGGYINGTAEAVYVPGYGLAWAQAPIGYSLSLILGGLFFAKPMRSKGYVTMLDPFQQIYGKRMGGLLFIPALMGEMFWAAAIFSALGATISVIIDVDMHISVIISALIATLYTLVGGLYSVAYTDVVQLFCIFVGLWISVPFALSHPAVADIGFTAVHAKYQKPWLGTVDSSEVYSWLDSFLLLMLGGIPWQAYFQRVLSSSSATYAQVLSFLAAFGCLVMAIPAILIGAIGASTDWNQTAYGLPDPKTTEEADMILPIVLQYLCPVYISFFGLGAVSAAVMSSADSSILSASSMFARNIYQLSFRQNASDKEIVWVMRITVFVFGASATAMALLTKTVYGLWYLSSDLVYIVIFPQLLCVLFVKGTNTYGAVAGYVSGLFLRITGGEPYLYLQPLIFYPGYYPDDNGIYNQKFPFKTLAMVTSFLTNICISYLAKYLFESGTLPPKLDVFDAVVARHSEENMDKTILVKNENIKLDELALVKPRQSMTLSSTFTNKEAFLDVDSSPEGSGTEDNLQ
# Numbers without * were called inactive; i = inactive; nt = no result given.
smiles | Kir21 inh | CHT inh
Cc1cc(C)cc(NC(=O)CSc2nc3c(oc4ccccc43)c(=O)n2-c2ccccc2)c1 | 0.02 | i
COc1ccc(-c2[nH]ncc2[C@@H]2C[C@H]3CN(Cc4ccccc4C)C(=O)[C@]34CCCN24)cc1 | 0.2 | i
CC(C)(C)n1nnnc1C(c1cccs1)N1CCN(Cc2ccccc2)CC1 (stereo unspecified) | -0.99 | i
c1coc(C2OCC3(CO2)COC(c2ccco2)OC3)c1 (stereo unspecified) | 0.68 | i
Cc1nc(N2CCN(Cc3ccccc3)CC2)nc2c1CCC2 | 0.15 | i
CS(=O)(=O)N(CC(=O)NCc1ccccc1)C1CCCCC1 | 2.8 | i
COCCN=C1N[C@@H](c2ccc(Br)cc2)C(C(=O)OC)=C(C)N1Cc1ccccc1 | -6.8* | i
C=CCN(C(=O)c1ccc(Cl)cc1)c1ccccc1C(=O)NCC(=O)O | 0.16 | i
COc1ccc(-c2nc(=S)n3ccsc3n2)cc1OC | 0.66 | i
CC(=O)Nc1ccc(S(=O)(=O)NC2(C(F)(F)F)N=C(c3ccccc3)NC2=O)cc1 (stereo unspecified) | -0.44 | i
COc1ccc(-c2cc(=O)c3c(O)cc(O)cc3o2)cc1 | nt | i
CCOc1ccc(NS(=O)(=O)c2cc(C(=O)N(CC)CC(=O)NCc3cccs3)ccc2C)cc1 | -0.21 | i
COCCn1c(SCC(=O)c2ccccc2)nc2c(c1=O)SC(C)C2 (stereo unspecified) | -1.8 | i
Cc1ccc2c(c1)C(=O)C(=O)N2CCOc1ccccc1 | 0.27 | i
CC1CCN(S(=O)(=O)c2ccc3c(c2)C(=NO)c2cc(S(=O)(=O)N4CCC(C)CC4)ccc2-3)CC1 | nt | i
COc1cc2c(cc1OC)CN(C(=O)c1sccc1C)CC2 | -1.6 | i
COCCN=C1N[C@@H](c2cccc(C(F)(F)F)c2)C(C(=O)OC)=C(C)N1Cc1ccccc1 | -4 | i
COc1ccc(S(=O)(=O)N2CCN(C(=S)Nc3ccc(S(N)(=O)=O)cc3)CC2)cc1 | -0.45 | i
COc1cccc(CNC(=O)C(=O)NCCc2ccc(OC)c(OC)c2)c1 | 0.21 | i
O=C(NCCN1CCCC1)c1ccc(Cn2c(=S)[nH]c3cc4c(cc3c2=O)OCO4)cc1 | 0.75 | i
NS(=O)(=O)c1ccc(CCNC(=O)c2ccc([N+](=O)[O-])s2)cc1 | -1.2 | i
COc1cc(NC(=O)c2ncn[nH]2)cc(OC)c1OC | 0.02 | nt
O=C(C1CC1)N1CCN(c2ccc(F)cc2)CC1 | -1.4 | i
O=C(c1ccc(Cl)cc1)c1oc2ccccc2c1CS(=O)(=O)c1ccccc1 | -1 | i
Cc1ccc(NC(=O)CCC(=O)N/N=C/c2cccnc2)cc1 | -0.26 | i
COCCNCc1ccccc1 | -0.75 | i
Cc1cccc(N2CCN(C(=O)C3CCN(S(=O)(=O)c4cccc5cccnc45)CC3)CC2C)c1 (stereo unspecified) | 0.15 | i
Cc1ccc(-c2csc(N=C(N)N)n2)c(C)c1 | -8.3* | i
COc1ccc(C(=O)N2CCN(c3ccc(N4CCOCC4)nn3)CC2)cc1OC | -0.55 | i
CC(C)(C)C(=O)N1CCCC1C(=O)O (stereo unspecified) | 1.1 | i

# Quoted at random: six records from the list.
smiles | Kir21 inh | CHT inh
O=C(C1CC1)N1CCN(c2ccc(F)cc2)CC1 | -1.4 | i
Cc1ccc(NC(=O)CCC(=O)N/N=C/c2cccnc2)cc1 | -0.26 | i
COCCN=C1N[C@@H](c2cccc(C(F)(F)F)c2)C(C(=O)OC)=C(C)N1Cc1ccccc1 | -4 | i
COc1cc2c(cc1OC)CN(C(=O)c1sccc1C)CC2 | -1.6 | i
O=C(c1ccc(Cl)cc1)c1oc2ccccc2c1CS(=O)(=O)c1ccccc1 | -1 | i
NS(=O)(=O)c1ccc(CCNC(=O)c2ccc([N+](=O)[O-])s2)cc1 | -1.2 | i

# Going on with the list:
smiles | Kir21 inh | CHT inh
Cn1cc(C(=O)N2CCc3ccccc3C2)c(=O)c2cc(S(=O)(=O)N3CCCCC3)ccc21 | 0.62 | i
Cc1ccc(C(C)(C)C)c(OCCOCCN2CCCC2)c1 | -3.5 | i
CCc1ccc2nc(N3CCN(C)CC3)c(C#N)cc2c1 | -1.2 | i
COc1ccc(S(=O)(=O)N2CCN(Cc3ccccc3[N+](=O)[O-])CC2)cc1 | -0.05 | i
O=C(Nc1nn[nH]n1)c1cccc([N+](=O)[O-])c1 | -0.1 | i
C/C(=N/NC(=O)c1sc(NS(=O)(=O)c2ccc(C)cc2)nc1C)c1sc(N)nc1C | 1.6 | i
Cc1cc(NC(=O)c2noc3c2CCCCC3)no1 | 1.5 | i
O=C1NC[C@H](c2ccccc2)N(CC2CCCCC2)C1=O | -0.95 | i
O=C(Nc1cccnc1)C1CC(c2ccc(Cl)c(Cl)c2)=NO1 (stereo unspecified) | 0.76 | i
CC(C)c1ccc(-c2csc(NC(=O)c3cccs3)c2C(=O)O)cc1 | 1.5 | i
Cc1cccc2c(=O)c(-c3ccc4c(c3)OCO4)c(NC(=O)c3ccco3)oc12 | 0.07 | i
O=C(CN1C(=O)c2cccc3cccc1c23)NCc1ccncc1 | -0.35 | i
CC(=O)c1ccc(NC(=O)CSc2nc3nc(C)cc(C)n3n2)cc1 | 0.51 | i
CCC(C)OC(=O)C1=C(C)NC(=O)CC1c1ccccc1OC (stereo unspecified) | -2.2 | i
CC(C)(C)n1nnnc1CN1CCN2CCCC2C1 (stereo unspecified) | -0.09 | i
COc1cccc(CNC(=O)C2CCN(S(=O)(=O)c3cccc4nonc34)CC2)c1 | 0.1 | i
O=C(NCc1cc(C(F)(F)F)cc(C(F)(F)F)c1)C1CC(c2c(Cl)cccc2Cl)=NO1 (stereo unspecified) | -0.29 | i
O=C(c1cccc2ccccc12)N1CCC(N2CCN(c3ccccc3)CC2)CC1 | -1.4 | i
Cn1cc(CNC(=O)c2sc3cccc(Cl)c3c2Cl)cn1 | 0.19 | i
Cc1ccccc1-c1nnc(NC(=O)c2ccc(N3C(=O)CCC3=O)cc2)s1 | -2.9 | i
CCC(C)(C)NC(=O)CN(C(=O)c1snc(C(N)=O)c1N)c1ccc(OC)c(OC)c1 | nt | i
CC(C)CCNC(=O)c1ccccc1NC(=O)C1=CSCCO1 | 0.01 | i
Cc1nc2ccccc2n(CC(=O)Nc2cc(Cl)cc(Cl)c2)c1=O | -0.1 | i
Cc1nc2nc(N)nn2c(C)c1C/C=C/c1ccccc1 | 1.7 | i
COc1cccc(NS(=O)(=O)c2cc(C)ccc2OC)c1 | -0.24 | i
COc1ccc(/C=C2\CCn3c2nc2cc(C(=O)O)ccc2c3=O)cc1 | 0.5 | i
CCOC(=O)c1[nH]c(C)c(C(=O)NC2CCCC2)c1C | 0.93 | i
Cc1ccc(C(=O)Nc2cccc(NC(=O)CN3CCCCC3)c2)cc1 | -0.02 | i
CCOc1cc2[nH]c(=O)n(CCCC(=O)N(C)Cc3ccccc3)c(=O)c2cc1OCC | -0.5 | i
COc1ccc(/C(C)=N/NC(=O)CN(c2ccc(OC)cc2)S(=O)(=O)c2ccccc2)cc1 | -0.02 | i
CC(C)Cc1cc(C(=O)NCc2cccnc2)no1 | 0.58 | i
COc1ccc(CNC(=O)c2cc(-c3cc(C)cc(C)c3O)n[nH]2)cc1 | -1.4 | i
COc1cccc(N2CCN(c3ncccn3)CC2)c1 | 0.03 | i
COc1ccc(C2C(C(N)=O)=C(C)Nc3nc(CCCO)nn32)cc1 (stereo unspecified) | -1.3 | i
COc1ccc(CCNS(=O)(=O)c2ccc3c(c2)NC(=O)CO3)cc1OC | 0.35 | i
CCN(CC)c1ccc(NC(=O)COc2ccccc2C#N)cc1S(=O)(=O)Nc1ccc(OC)cc1 | 1.2 | i
Cc1ccc(N(CC(=O)NC(C)(C)C)C(=O)CCC(=O)Nc2nccs2)c(C)c1 | 0.03 | i
CCCCc1nc2cc(C(=O)N3CCC(OCCOC)CC3)ccc2o1 | 0.02 | i
COCCNC(=S)N/N=C(\C)c1ccc(OC)cc1 | 0.14 | i
O=C1NC2(CCCCCC2)N=C1c1ccc(Br)cc1 | 0.03 | i
O=C(O)c1cccc(NC(=O)c2ccc3c(c2)C(=O)N(c2ccccc2)C3=O)c1 | -0.49 | i
O=C(CN1CCC(c2nc3ccccc3[nH]2)CC1)NCc1ccc2c(c1)OCO2 | -2.7 | i
Cc1ccc(S(=O)(=O)N2CCC(C(=O)Nc3nnc(-c4ccc(F)cc4)s3)CC2)cc1 | -0.82 | i
C/C(CCc1ccco1)=N/NC(=O)CCC(=O)Nc1ccc(Br)cc1 | 0.46 | i
C#CCOCCOCCOCCNc1nc(N2CCN(C(=O)[C@H]([C@@H](C)CC)n3cc([C@@H](N)Cc4ccc(O)cc4)nn3)CC2)nc(N2CCN(C(=O)[C@H](Cc3ccc(O)cc3)n3cc([C@@H](N)CC(C)C)nn3)CC2)n1 | -0.2 | i
CCCCn1nnc(NC(=O)COc2ccc(Cl)c(C)c2)n1 | -0.89 | i
O=C(O)CC/C(=C\c1cc2c(cc1Br)OCO2)c1nc2ccccc2s1 | -0.02 | i
O=C(N[C@H](Cc1ccc(Cl)cc1)C(=O)O)OCC1c2ccccc2-c2ccccc21 | 0.39 | i
OC(COCc1cccs1)CN1CCCCCC1 (stereo unspecified) | 0.8 | i
CN=C1SC(CC(=O)Nc2cccc(C(F)(F)F)c2)C(=O)N1C (stereo unspecified) | -0.32 | i
O=C(Cc1ccccc1)NN1C(=O)C2C3C=CC(C4CC34)C2C1=O (stereo unspecified) | -0.32 | i
O=C(c1ccccc1-c1ccccc1)N1CCN(c2ccccn2)CC1 | -1.2 | i
COCC(C)n1c(SCC(=O)N(C)C2CCS(=O)(=O)C2)nc2ccccc2c1=O (stereo unspecified) | -1.6 | i
CCN1C(=O)c2cccc3c(S(=O)(=O)NCc4cccnc4)ccc1c23 | 0.82 | i
Cc1cnc(C(=O)OCC(=O)NCc2ccc3c(c2)OCO3)cn1 | -0.04 | i
CCN(CC)CCNC(=O)c1c(C)oc2cc(Br)c(OC)cc12 | nt | i
COc1cccc(C(=O)n2cnnc2N)c1OC | -0.12 | i
CCOC(=O)C1CCN(C(=O)Cc2ccc(-c3ccccc3)cc2)CC1 | -1.5 | i
Cc1ccccc1OC(=O)n1c(=S)oc2cc(Cl)ccc21 | 2.4 | i
CCn1c(N2CCN(CC(=O)Nc3cccc(C)c3C)CC2)nc2ccccc21 | 0.7 | i

# Continued.
smiles | Kir21 inh | CHT inh
COc1ccc2cc(/C=N/NC(=O)CSCc3ccc([N+](=O)[O-])cc3)c(Cl)nc2c1 | -0.21 | i
CCCc1cc(C(=O)N2CCCC(N3CCN(c4ccc(F)cc4)CC3)C2)no1 (stereo unspecified) | 0.03 | i
CC(=O)Oc1cccc(N2C(=O)C3C4C=CC(C4=C(C)C)C3C2=O)c1 (stereo unspecified) | 0.36 | i
Nc1ccc(C(=O)NC2CCSc3ccccc32)cc1[N+](=O)[O-] (stereo unspecified) | 0.81 | i
O=C(CC(NS(=O)(=O)c1ccc(Cl)cc1)c1ccco1)NCc1ccco1 (stereo unspecified) | 0.11 | i
CCC1CCCCN1CCNC(=O)C1CCCN(S(=O)(=O)c2cccc3nsnc23)C1 (stereo unspecified) | 1.2 | i
CC(C)c1ccc(NC(=O)CCN2C(=O)c3ccc([N+](=O)[O-])cc3C2=O)cc1 | -1.8 | i
COc1ccc(C)cc1NC(=O)c1cc(S(=O)(=O)N2CCOCC2)cn1C | 2.1 | i
O=S(=O)(c1ccccc1)N1N=C(c2ccc(Br)cc2)CC1c1ccco1 (stereo unspecified) | 1.5 | i
CN(C)CCNC(=O)c1ccc(Cl)s1 | 0.33 | i
Cc1cc(N2C(=O)C3C4c5ccccc5C(c5ccccc54)C3C2=O)no1 (stereo unspecified) | -0.69 | i
Cc1cccc(N2CN(Cc3ccco3)CNC2=S)c1 | 0.58 | i
CCOC(=O)N1CCN(C(=O)/C=C/c2ccc(C(C)(C)C)cc2)CC1 | -1.1 | i
Cc1cc(=O)oc2c(C)c(OCC(=O)NCCN3CCOCC3)ccc12 | 0.01 | i
CC(O)c1ccc(-n2cnnn2)cc1 (stereo unspecified) | 2.3 | i
Cc1cccc(-n2c(CNC(=O)c3ccccc3)nnc2SCC(=O)Nc2nccs2)c1 | -3.1 | i
CCOC(=O)c1c(CN2CCOCC2)n(-c2ccccc2)c2cc(Br)c(OC)cc12 | 0.29 | i
O=C(NC(=O)c1ccccc1O)c1ccc(C(F)(F)F)cc1 | 0.01 | i
CC1(C)Cc2cccc(OCC(=O)NCc3cccs3)c2O1 | -1.3 | i
CCOC(=O)Cn1nnnc1C(C(C)C)N(Cc1cc2c(C)cc(C)cc2[nH]c1=O)C1CCCC1 (stereo unspecified) | 0.59 | i
Cc1cc(N/N=C/c2ccc(O)c(C)c2O)nc(-c2ccccc2O)n1 | 1.7 | i
NCCCC[C@H](N)c1nnc([C@H](CCC(=O)O)NC(=O)C2CCNCC2)o1 | 1.6 | i
O=C(Cn1[nH]c(=O)c2ccccc2c1=O)NNC(=O)c1ccccc1 | 2.8 | i
CCOc1cccc(/C=N/N2C(C)CCCC2C)c1O (stereo unspecified) | 0.72 | i
CC1CCCN(CCCNC(=O)CCn2nc(-c3ccccc3)ccc2=O)C1 (stereo unspecified) | -0.03 | i
COCCNCC1C(Oc2ccc(Cl)cc2)C(=O)N1c1ccccc1C (stereo unspecified) | 0.53 | i
COc1ccc(C(=O)NC(=S)Nc2nc(C)cc(C)n2)cc1Br | -2.2 | i
COc1ccc(NC(=S)Nc2ccccc2F)c(OC)c1 | 0.13 | i
Cc1ccccc1C(=O)NNC(=O)CSc1nnc(-c2ccncc2)n1-c1ccccc1 | 2.4 | i
CN1CCN(CCC(=O)N/N=C/c2ccccc2F)CC1 | 0.9 | i
